DNA FID counter – fluorescent intercalator displacement, NS3 helicase counter-screen; inhibition, % at 7.9 µM; DNA fluorescent intercalator displacement, fluorescence; hit rate 0.17% among 290,000; AID 1845; in the data active = inhibition above about 37%;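 note: 0% = vehicle and 100% = reference compound; higher means more ethidium bromide displaced from hairpin DNA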
MEKK2 WT-MEK5 – raises or lowers MEK5 binding to wildtype human MEKK2 PB1 domain; AID 1531; binding response (% of control), % at 10 µM; Q9Y2U5; bead flow cytometry, Alexa488-MEK5 binding to MEKK2 WT; actives lie on both sides; hit rate 1.1% among 290,000; in the data active = binding response below about 67% or above about 130%
MEKK2 mut-MEK5 – signal of MEK5 binding to mutant human MEKK2 PB1 domain | bead flow cytometry, Alexa488-MEK5 binding to MEKK2 mutant | percent response, % at 10 µM | hit rate 0.35% among 290,000; in the data active = percent response above about 24%, passing the limit was not always enough; note: inactives centre near 1; some results filed as inactive read as strong as hits
MEKK3 PB1 HTS – modulators (inhibitors or enhancers) of MEK5 binding to human MEKK3 PB1 domain. binding response (% of control), % at 10 µM. AID 1529. Q99759. bead-based flow cytometry, Alexa488-MEK5 binding to MEKK3; actives lie on both sides; 0 = blocked by unlabeled MEK5, 100 = vehicle. hit rate 1.4% among 290,000;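 active = binding response more than 3 SD above or below the average of its plate-row segment, actives on both sides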;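 note: Alexa488 bead fluorescence after subtracting the streptavidin-only scavenger bead signal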
Target sequence (Q99759 whole entry, looked up, the tested form may be a part): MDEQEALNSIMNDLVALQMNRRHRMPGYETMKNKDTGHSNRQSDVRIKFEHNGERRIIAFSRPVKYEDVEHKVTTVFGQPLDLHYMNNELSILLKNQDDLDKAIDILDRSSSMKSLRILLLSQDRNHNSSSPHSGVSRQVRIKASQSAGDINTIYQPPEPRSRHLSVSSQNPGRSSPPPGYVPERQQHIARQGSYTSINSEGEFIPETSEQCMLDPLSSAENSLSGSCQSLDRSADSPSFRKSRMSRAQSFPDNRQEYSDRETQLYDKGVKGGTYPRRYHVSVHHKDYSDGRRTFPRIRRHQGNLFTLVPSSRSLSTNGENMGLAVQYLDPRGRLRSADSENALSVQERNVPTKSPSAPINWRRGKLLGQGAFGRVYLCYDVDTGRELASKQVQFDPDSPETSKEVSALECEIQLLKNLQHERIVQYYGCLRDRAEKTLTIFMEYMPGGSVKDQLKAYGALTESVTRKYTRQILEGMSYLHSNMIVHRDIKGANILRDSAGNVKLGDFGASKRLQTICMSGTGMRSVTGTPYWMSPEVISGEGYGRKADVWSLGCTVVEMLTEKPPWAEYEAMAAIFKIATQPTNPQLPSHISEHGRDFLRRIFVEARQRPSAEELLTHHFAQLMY
CRFR2-BP antag – antagonists of CRF-binding protein/CRF-R2 receptor complex. hit rate 0.59% among 350,000. HEK293 CRF-R2/CRF-BP, CRF-induced calcium fluorescence. inhibition, % at 11.8 µM;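 active = inhibition of the ligand-induced calcium signal above about 50% at the single tested concentration, limit read from the data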
CRFR2-BP ag – CRF-BP/CRF-R2 complex agonism; HEK293 CRF-R2/CRF-BP, calcium dye fluorescence (FLIPR); percent of saturating CRF peptide response; activation, % at 13.2 µM; hit rate 0.46% among 350,000;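 active = activation of at least 50%, plus an integration ratio under a set limit after plate pattern correction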;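 note: plate controls were neutral control wells without compound for no effect and CRF at EC100 for full effect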
GalR3 antagonist – human GalR3 antagonism; O60755; HEK293 GalR3-CNG cAMP membrane potential fluorescence; galR3 body fused to GalR1 C-terminus; inhibition, % at 3 µM; hit rate 0.44% among 360,000; AID 651719;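 active = inhibition above the screen-wide average plus 3 SD, cut at about 13% in these data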;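 note: forskolin and galanin both at EC90 stimulate the cells; cAMP rise reported by CNG channel membrane potential dye signal; 0% = forskolin plus galanin with DMSO and 100% = forskolin alone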
Target sequence (O60755 1-299 limits assumed): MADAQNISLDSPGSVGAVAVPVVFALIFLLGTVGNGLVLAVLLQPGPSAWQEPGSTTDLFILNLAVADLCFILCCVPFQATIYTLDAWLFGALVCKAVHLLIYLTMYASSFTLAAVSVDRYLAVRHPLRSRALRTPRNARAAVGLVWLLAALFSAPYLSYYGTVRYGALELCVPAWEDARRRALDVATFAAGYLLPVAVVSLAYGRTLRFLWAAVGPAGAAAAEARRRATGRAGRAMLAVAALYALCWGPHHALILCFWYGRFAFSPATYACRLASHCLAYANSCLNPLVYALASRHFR
SUMO HTRF inh – inhibitors of human SUMOylation (UBC9). P63279. HTRF SUMOylation assay, SAE1/SAE2 + UBC9, in vitro. inhibition, % at 35 µM. hit rate 0.36% among 290,000; in the data active = inhibition above about 50%, passing the limit was not always enough; note: strong numbers were not always called active
HCV NS3 hel inh – blocks Hepatitis C virus NS3 helicase unwinding. NS3 helicase DNA unwinding, Cy5 molecular beacon fluorescence. inhibition, % at 10.9 µM. hit rate 0.56% among 290,000;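 active = inhibition above the mean of all tested compounds plus 3 SD, set per campaign, cut at about 35% in these data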;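 note: 0% = DMSO wells and 100% = thioflavine S control wells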
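assay system = NS3 helicase fragment of HCV | buffer or medium = MOPS pH 6.5, MgCl2, DTT, Tween20, BSA | timing = 60 min unwinding reaction at 25 °C after ATP addition | signal = Cy5 beacon fluorescence read at start and 1 h | read-out basis = % inhibition of unwinding | control set = low DMSO, high thioflavine S at 110 µM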
The depositor's hits bear a star; nt = not tested or not shown.

1) Cc1cc(C)cc(N2C(=O)CC(N3CCOCC3)C2=O)c1 (stereo not drawn)
2) CN(C(=O)CC1C(=O)NCCN1C/C=C/c1ccccc1)C1CCOCC1 (stereo not drawn)
3) COc1ccc(C(=O)Nc2ccc(C(=O)Nc3cccnc3)cc2)cc1
4) CCOc1ccc(S(=O)(=O)/N=C(\N)c2ccccc2)cc1
5) N=c1c(C(=O)NC2CCCCC2)cc2c(=O)n3ccccc3nc2n1Cc1cccnc1
6) Clc1ccc(COc2ccccn2)cc1Cl
7) Cc1ccc(CN2CCNC(=O)C2CC(=O)N(C)Cc2cnccn2)cc1 (stereo not drawn)
8) Cc1cc(N2CCN(c3ccccn3)CC2)n2nc(C)nc2n1
assay / compound,1,2,3,4,5,6,7,8
DNA FID counter,-1,-7,-16,-6,-1,-9,-4,-8
MEKK2 WT-MEK5,107,101,100,106,95,95,100,97
MEKK2 mut-MEK5,5,-7,4,5,0,-3,-2,12
MEKK3 PB1 HTS,107,98,100,101,99,95,104,96
CRFR2-BP antag,0,-13,25,-18,11,7,-9,2
CRFR2-BP ag,-2.1,4.8,8.3,2.5,0.8,-0.3,0.1,-1.9
GalR3 antagonist,5,2,-10,-9,-11,-1,-5,1
SUMO HTRF inh,15,13,-8,-4,11,2,-4,nt
HCV NS3 hel inh,3,3,2,-1,9,2,-5,-1

Of the compounds above, these have four or more nitrogen atoms:
5) N=c1c(C(=O)NC2CCCCC2)cc2c(=O)n3ccccc3nc2n1Cc1cccnc1
7) Cc1ccc(CN2CCNC(=O)C2CC(=O)N(C)Cc2cnccn2)cc1 (stereo not drawn)
8) Cc1cc(N2CCN(c3ccccn3)CC2)n2nc(C)nc2n1
assay / compound,5,7,8
DNA FID counter,-1,-4,-8
MEKK2 WT-MEK5,95,100,97
MEKK2 mut-MEK5,0,-2,12
MEKK3 PB1 HTS,99,104,96
CRFR2-BP antag,11,-9,2
CRFR2-BP ag,0.8,0.1,-1.9
GalR3 antagonist,-11,-5,1
SUMO HTRF inh,11,-4,nt
HCV NS3 hel inh,9,-5,-1

The results go on:
9) CCc1cccc(OCC(=O)Nc2ccc(S(=O)(=O)Nc3onc(C)c3C)cc2)c1
10) O=C(CN(Cc1ccc2c(c1)OCO2)C(=O)CSc1nc2ccccc2o1)NC1CCCCC1
11) CCOC(=O)C1CCN(C(=O)CSc2ccc(Cl)cc2)CC1
12) COc1ccc2cc(CCNC(=O)c3ccc(S(=O)(=O)N4CCCC4)cc3)c(=O)[nH]c2c1
13) O=C(O)CS(=O)(=O)CC(=O)O
14) CCc1cc(=O)oc2cc(C)cc(OCC(=O)NC(Cc3ccc(Cl)cc3)C(=O)O)c12 (stereo not drawn)
15) CCN(C1CCS(=O)(=O)C1)S(=O)(=O)c1cccs1 (stereo not drawn)
16) CN(C)c1ccc(/C=[N+](\[O-])C(C)(C)/C=N/O)cc1
assay / compound,9,10,11,12,13,14,15,16
DNA FID counter,-31,-4,-18,-42,6,-5,8,2
MEKK2 WT-MEK5,nt,90,108,105,98,102,98,103
MEKK2 mut-MEK5,nt,-2,1,7,3,0,-1,9
MEKK3 PB1 HTS,nt,98,129*,99,99,99,97,101
CRFR2-BP antag,6,17,28,-7,15,1,9,5
CRFR2-BP ag,-0.6,0.7,-1.4,-0.9,-1.2,-2.2,0.5,3.8
GalR3 antagonist,1,-7,-3,0,-2,-2,-7,-6
SUMO HTRF inh,0,-8,7,9,25,30,-12,3
HCV NS3 hel inh,12,6,-8,2,10,24,8,-7

Values in list order from above:
SUMO HTRF inh for entries 10–16 → -8, 7, 9, 25, 30, -12, 3
GalR3 antagonist for entries 10–16 → -7, -3, 0, -2, -2, -7, -6

Continuation.
17) CCCC(NS(=O)(=O)c1ccc(Br)cc1)C(=O)O (stereo not drawn)
18) N#CN/C(=N\S(=O)(=O)c1ccccc1)c1ccccc1
19) C=CCc1cccc2cc(C(=O)NCCOC)c(=O)oc12
20) CCc1cc(C(=O)N2CCc3c([nH]c4ccccc34)C2c2ccc(OC)cc2F)no1 (stereo not drawn)
21) Cc1nc(CSc2nnc3scc(-c4ccc(Cl)cc4)n23)cs1
22) c1ccc(-c2nc(N3CCOCC3)sc2-c2ccccc2)cc1
23) c1ccc(Cc2nnc3sc(Nc4ccccc4)nn23)cc1
24) Cc1cc(C)n2nc(C(=O)N/N=C/c3ccccc3C)nc2n1
assay / compound,17,18,19,20,21,22,23,24
DNA FID counter,-1,2,-10,-22,-30,-32,-4,-11
MEKK2 WT-MEK5,96,107,98,86,98,102,94,87
MEKK2 mut-MEK5,-1,5,-1,-11,0,5,0,-15
MEKK3 PB1 HTS,101,105,99,102,101,102,98,88
CRFR2-BP antag,0,-1,-2,-24,3,-4,-75,-10
CRFR2-BP ag,1.0,0.3,-1.8,-1.6,0.3,-0.6,2.9,0.4
GalR3 antagonist,-6,-11,5,-8,-2,-9,-7,-4
SUMO HTRF inh,10,0,21,-20,20,10,3,4
HCV NS3 hel inh,3,6,0,5,-5,-17,5,-7

25) CCCCN(CCCNc1ncnc2nc[nH]c12)c1ccccc1
26) Cc1cc(N2CCN(S(=O)(=O)c3ccc4ccccc4c3)CC2)n2ncnc2n1
27) COc1ccc(-c2nnc(SCC(=O)NC(C)c3ccccc3)o2)cc1 (stereo not drawn)
28) O=C(OCCN=C1NS(=O)(=O)c2ccccc21)c1cccs1
29) C[n+]1cnc(-c2ccccc2)cc1-c1ccccc1
30) O=C(Nc1ccc(Cl)c(C(F)(F)F)c1)[C@@H]1CC=C[C@@H]2CCN(Cc3ccccc3)C(=O)[C@@H]21
31) CC(O)CNC(=O)C1CCN(Cc2ccc(OCc3ccccc3)cc2)CC1 (stereo not drawn)
32) COC(=O)CCCC1=CC2=C(c3ccccc3)C(=O)C(C)(OC(=O)C3CCCC3)C(=O)C2=CN1CCCCO (stereo not drawn)
assay / compound,25,26,27,28,29,30,31,32
DNA FID counter,-9,-33,-16,-1,6,nt,11,nt
MEKK2 WT-MEK5,112,93,102,89,98,94,112,103
MEKK2 mut-MEK5,12,-7,8,-8,-4,-6,4,7
MEKK3 PB1 HTS,113,94,102,86,95,96,100,98
CRFR2-BP antag,8,0,35,7,6,-8,-11,6
CRFR2-BP ag,0.2,-1.2,-3.3,-0.8,-1.4,0.5,0.8,-0.4
GalR3 antagonist,-2,-5,-2,-2,-3,-6,-7,-9
SUMO HTRF inh,-19,25,-6,5,17,nt,-1,32
HCV NS3 hel inh,-2,1,1,-5,-2,nt,-9,nt

33) O=C1c2ccccc2-n2c1nc1ccccc1c2=O
34) COc1cc(OC)cc(C(=O)NCC(=O)OCC(=O)C(C)(C)C)c1
35) CC(=O)c1cccc(NC(=O)CC(C)n2ccnc2)c1 (stereo not drawn)
36) COc1ccc(C)cc1NC(=O)c1sc2ncnc(N3CCN(c4ccccn4)CC3)c2c1C
37) COc1cccc(N2CCN(c3ccc(N4C(=O)CCC4=O)cc3[N+](=O)[O-])CC2)c1
38) O=C(NN1CCOCC1)c1cnn2c(C(F)F)cc(-c3ccccc3)nc12
39) O=C(NNC(=O)c1cc2cc3ccccc3nc2s1)c1cccc(C(F)(F)F)c1
40) C=CCn1cc(C(C)=O)c(=O)[nH]c1=O
assay / compound,33,34,35,36,37,38,39,40
DNA FID counter,-1,-2,-7,-9,-12,-5,3,-3
MEKK2 WT-MEK5,105,103,103,100,99,73,nt,104
MEKK2 mut-MEK5,3,-1,1,-2,-5,-20,nt,1
MEKK3 PB1 HTS,114,113,102,104,100,79,nt,114
CRFR2-BP antag,8,2,-5,0,5,-1,-5,16
CRFR2-BP ag,-0.1,1.5,0.9,2.3,1.0,0.5,3.0,-1.5
GalR3 antagonist,-7,-2,-3,-5,-7,-7,2,-1
SUMO HTRF inh,18,2,-5,2,17,-7,20,2
HCV NS3 hel inh,2,2,7,0,-9,9,-4,11

41) CCOC(=O)N1c2ccccc2C=CC1OCC (stereo not drawn)
42) COC(=O)c1cc(NC(=O)c2nccnc2C(=O)O)cc(C(=O)OC)c1
43) CCc1ccc(NC(=O)CN(c2cccc(C)c2)S(C)(=O)=O)cc1
44) COc1ccc(OCC(=O)N/N=C/C(C)=C/c2ccco2)c(Br)c1
45) CCCCOc1cc(CC2CNC(=O)N2)ccc1OC (stereo not drawn)
46) COc1ccc(NC(=O)C/C(C)=N/NC(=O)COc2ccc(OC)cc2)cc1
47) O=S(=O)(Nc1ccccn1)c1ccc(Cl)c2ccccc12
48) C(=N\n1cnnc1)/c1cccn1-c1ccccc1
assay / compound,41,42,43,44,45,46,47,48
DNA FID counter,-4,9,-14,-33,nt,-15,-8,6
MEKK2 WT-MEK5,96,106,103,89,116,98,99,95
MEKK2 mut-MEK5,3,7,5,-9,5,-3,-3,-3
MEKK3 PB1 HTS,111,104,99,91,116,100,97,102
CRFR2-BP antag,nt,1,-10,6,-2,-1,-24,-2
CRFR2-BP ag,nt,-2.9,3.4,-1.4,-0.7,-0.1,-4.0,-2.0
GalR3 antagonist,nt,4,-6,-3,nt,-3,-9,-4
SUMO HTRF inh,-11,18,-5,18,nt,10,1,11
HCV NS3 hel inh,-2,2,-2,45*,nt,3,-12,-4

49) O=C(CCC1CCCNC1)c1ccccc1 (stereo not drawn)
50) Cc1ccc(N(CC(=O)N/N=C/c2cccs2)S(C)(=O)=O)cc1Cl
51) COC(=O)c1cc(C#N)c(NCc2ccc(Cl)cc2Cl)nc1C
52) O=C(/C=C/c1ccco1)NC(=S)Nc1ccccc1Br
53) CC(NC(=S)N1CCOCC1)c1ccccc1 (stereo not drawn)
54) CCN1CCN(CCNC(=O)c2cn(C(C)c3ccccc3F)nn2)CC1 (stereo not drawn)
assay / compound,49,50,51,52,53,54
DNA FID counter,0,-20,0,-8,-2,9
MEKK2 WT-MEK5,110,98,104,103,95,101
MEKK2 mut-MEK5,3,-9,3,6,-2,1
MEKK3 PB1 HTS,105,101,108,102,94,101
CRFR2-BP antag,nt,-4,26,-9,5,11
CRFR2-BP ag,nt,1.3,4.8,0.4,-1.0,-1.5
GalR3 antagonist,nt,-4,-1,-3,-2,-4
SUMO HTRF inh,26,2,20,14,7,3
HCV NS3 hel inh,1,-9,2,1,-5,-1

The list is partial; rates above refer to the full screens.
